Bioassay records: PubChem, several laboratories
Bcl-XL Bim block: inhibitors of Bim-Bcl-XL interaction, human. Bim peptide-Bcl-XL binding, bead flow cytometry, fluorescence. inhibition, % at 10 µM. 190,000 compounds, 0.04% hits. AID 1007
Target sequence (Q07817 whole entry, looked up): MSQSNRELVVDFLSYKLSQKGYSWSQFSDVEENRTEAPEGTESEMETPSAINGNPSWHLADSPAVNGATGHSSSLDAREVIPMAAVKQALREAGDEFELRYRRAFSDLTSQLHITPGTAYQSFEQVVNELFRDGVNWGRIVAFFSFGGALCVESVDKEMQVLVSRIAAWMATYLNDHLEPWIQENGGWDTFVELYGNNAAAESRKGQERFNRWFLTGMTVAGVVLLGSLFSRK
Bcl-B Bim block: disrupts Bim peptide binding to human Bcl-B | Q9HD36 | bead-based flow cytometry | inhibition, % at 10 µM | 190,000 compounds, 0.073% hits | AID 951;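 note: 0% = tracer peptide without compound and 100% = reference inhibitor peptide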
Target sequence (Q9HD36 whole entry, looked up): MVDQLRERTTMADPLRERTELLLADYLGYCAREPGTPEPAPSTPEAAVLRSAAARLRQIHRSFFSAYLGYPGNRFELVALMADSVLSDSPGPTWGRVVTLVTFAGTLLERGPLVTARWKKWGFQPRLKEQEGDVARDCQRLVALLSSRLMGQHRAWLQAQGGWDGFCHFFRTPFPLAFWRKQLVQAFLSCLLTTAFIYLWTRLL
RGS4-Gao reg: human RGS4-Galphao interaction regulation. P09471. Multiplexed bead flow cytometry, RGS4-Galphao binding; actives lie on both sides. binding response (% of control), % at 10 µM. 220,000 compounds, 0.33% hits. AID 1415; in the data active = binding response below about 49% or above about 150%; inactive = in between;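 note: fluorescent Galphao activated with aluminum fluoride binding bead-coupled RGS4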
RGS8-Gao: modulates binding of RGS8 to human Galphao. multiplexed bead flow cytometry; actives lie on both sides. response (percent of control binding), % at 10 µM. 220,000 compounds, 0.34% hits; in the data active = response below about 60% or above about 140%; inactive = in between;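 note: Galphao activated as the GDP aluminium fluoride complex binding bead-coupled RGS8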
RGS7-Gao: modulates binding of RGS7 to human Galphao; P09471; Multiplexed bead flow cytometry; actives lie on both sides; binding response (% of control), % at 10 µM; 220,000 compounds, 0.35% hits; AID 1439; in the data active = binding response below about 49% or above about 150%; inconclusive = no clear call, values can overlap the other calls; inactive = in between;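 note: fluorescent Galphao held in activated GDP-AlF4 state binding bead-coupled RGS7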
Bim-Bcl-W: human Bim-Bcl-W interaction inhibition. Q92843. bead-based flow cytometry, Bim peptide-Bcl-W binding. inhibition, % at 10 µM. 190,000 compounds, 0.02% hits. AID 952;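 note: 0% = bound tracer without compound and 100% = peptide blocker; higher means less fluorescent Bim peptide bound to Bcl-W beads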
Target sequence (Q92843 whole entry, looked up): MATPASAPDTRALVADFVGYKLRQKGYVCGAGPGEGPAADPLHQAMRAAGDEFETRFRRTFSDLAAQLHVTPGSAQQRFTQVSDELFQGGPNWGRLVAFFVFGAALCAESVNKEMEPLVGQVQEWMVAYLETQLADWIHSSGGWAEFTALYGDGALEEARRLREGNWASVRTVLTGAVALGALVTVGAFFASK
Bim-Bfl-1: human Bim-Bfl-1 interaction inhibition. Q16548. Bead-based flow cytometry, Bim-Bfl-1 binding inhibition. inhibition, % at 10 µM. 190,000 compounds, 0.12% hits;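 note: 0% = wells without compound plus tracer and 100% = blocker peptide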
Mcl1 Bid PPI: disrupts binding of human Mcl-1 to Bid peptide; Q07820; TR-FRET Mcl-1/Bid-Dy647 peptide binding, 1536-well; inhibition, % at 21.7 µM; 220,000 compounds, 0.97% hits;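 active = compounds that cut the binding signal by more than half at the single screening dose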;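 note: His-tagged Mcl-1 with europium anti-His antibody binding Bid BH3 peptide; 0% = Mcl-1 plus peptide wells and 100% = peptide-only wells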
Bim-Mcl-1: inhibitors of Bim-Mcl-1 interaction, human; Q07820; Bead-based flow cytometry, Bim peptide-Mcl-1 binding; inhibition, % at 10 µM; 190,000 compounds, 0.1% hits; AID 1009;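 note: 0% = no compound tracer wells and 100% = peptide blocker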
Bcl-2 Bim block: disrupts Bim peptide binding to human Bcl-2. Bead-based flow cytometry, Bim peptide-Bcl-2 binding. AID 950. inhibition, % at 10 µM. 190,000 compounds, 0.06% hits. P10415; in the data active = inhibition above about 40%; inconclusive = no clear call, values can overlap the other calls;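 note: 0% = no compound wells with probe peptide and 100% = reference peptide inhibitor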
Target sequence (P10415 whole entry, looked up): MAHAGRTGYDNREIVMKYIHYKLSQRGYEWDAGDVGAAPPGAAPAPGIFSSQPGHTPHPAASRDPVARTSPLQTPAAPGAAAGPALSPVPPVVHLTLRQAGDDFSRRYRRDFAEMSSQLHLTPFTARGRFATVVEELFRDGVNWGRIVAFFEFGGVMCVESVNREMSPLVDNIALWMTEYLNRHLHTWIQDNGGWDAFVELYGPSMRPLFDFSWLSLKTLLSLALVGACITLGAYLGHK
GSH bead fluor: compound fluoresces at 488/530 nm on GSH beads; GSH beads flow cytometry, compound fluorescence 488/530 nm; stronger effect = higher value; fluorescence (KMESF) at 10 µM; 190,000 compounds, 0.25% hits; AID 1776; in the data active = fluorescence above about 89;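 note: glutathione beads carrying GST-tagged Bcl family fusion proteins plus one bare bead set; values are compound well signal with DMSO vehicle wells as background; inactives centre near 16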
* hit, by the source's call; ? = inconclusive. Cut-off read from the data, not from the text of the source, unless noted: active = inhibition above about 40%. Random draw from the library; overall some 1.8% were active at least once.

Every second line gives: Bim-Bcl-W | Bim-Bfl-1 | RGS8-Gao | Mcl1 Bid PPI | Bcl-XL Bim block | RGS4-Gao reg | RGS7-Gao | Bcl-B Bim block | Bim-Mcl-1 | GSH bead fluor | Bcl-2 Bim block
> CC(=O)N1c2ccccc2NC2=C(C(=O)CCC2)C1c1cccnc1 (stereo not drawn)
→ 0 | -19 | 96 | 3 | -5 | 97 | 105 | -4 | 0 | 19 | -7
> CC(C)Cn1c(-c2ccc(Cl)cc2)cnc1SCC(=O)N1CCOCC1
→ 0 | -1 | 100 | -7 | -3 | 95 | 98 | -3 | -3 | 8 | -4
> O=C(ON=C1CCN(S(=O)(=O)c2ccccc2)CC1)c1ccccc1
→ 1 | -6 | 101 | -8 | 0 | 98 | 103 | -7 | 1 | 14 | -2
> COc1ccc(OC)c(C(=O)CSc2nnc(Cc3cccs3)n2C)c1
→ 0 | 0 | 100 | -14 | 0 | 104 | 103 | -1 | 1 | 19 | 0
> COc1ccc(N(CC(=O)O)S(=O)(=O)c2c(C)n[nH]c2C)cc1
→ 3 | 0 | 105 | -15 | -2 | 105 | 104 | 3 | 1 | 14 | 0
> COc1ccc(CCN2C(=O)CS/C2=N\NC(=O)c2ccc(C(C)(C)C)cc2)cc1OC
→ -3 | -12 | 99 | 0 | -3 | 100 | 97 | -7 | -1 | 18 | -5
> NS(=O)(=O)c1ccc(CCNC(=O)CNS(=O)(=O)c2cccc(Br)c2)cc1
→ -4 | 5 | 102 | -43 | -5 | 102 | ? | -2 | -4 | 13 | 3
> Cc1c(C(=O)OCC(=O)c2ccc3c(c2)OCCO3)oc2ccccc12
→ -3 | 5 | 100 | -13 | -7 | 106 | 102 | -1 | -1 | 36 | -1
> CC12CCC(=O)N1c1c(sc3nc(N4CCOCC4)c4c(c13)CCCC4)C(=O)N2 (stereo not drawn)
→ 0 | 2 | 102 | -44 | -2 | 99 | 100 | -2 | -1 | 23 | 21
> O=C(Nc1ccccc1)c1cc(S(=O)(=O)N2CCSCC2)ccc1Cl
→ -1 | -3 | 104 | -14 | -5 | 107 | 101 | -3 | -3 | 8 | -5
> COc1ccc(CCNC(C)=O)cc1
→ 1 | -13 | 101 | 8 | -4 | 103 | 102 | -6 | 2 | 29 | -10
> COc1cc2c(C#N)c(N3CCN(C)CC3)nc(N)c2c(N)n1
→ 3 | 0 | 102 | -18 | -1 | 106 | 103 | 3 | 0 | 15 | 0
> Cc1ccc(S(=O)(=O)/C(=C\N(C)C)c2cnc(Cl)s2)cc1
→ -1 | -7 | 95 | -23 | 0 | 91 | 89 | -7 | -1 | 9 | -10
> O=C(NCCOC(=O)c1ccc(C(=O)OCCNC(=O)c2cccnc2)s1)c1cccnc1
→ 1 | -2 | 102 | -20 | -1 | 104 | 99 | -1 | 0 | 10 | -1
> COc1ccc(NS(=O)(=O)c2cc(C)ccc2OC)cc1OC
→ 0 | -18 | 97 | -13 | -10 | 98 | 98 | -8 | -5 | 34 | -9
> Cc1ccc(N(CC(=O)NCCc2ccc(F)cc2)S(=O)(=O)c2ccc(Cl)c([N+](=O)[O-])c2)c(C)c1
→ -1 | -9 | 99 | 17 | -6 | 98 | 98 | -9 | -1 | 15 | -11
> Cc1ccc(NCC(=O)N=Nc2c(O)n(C)c3ccccc23)cc1
→ 0 | -3 | 99 | -68 | 0 | 97 | 93 | -5 | -4 | 13 | -7
> CC1=C(C(N)=O)C(c2cccs2)NC(=S)N1 (stereo not drawn)
→ -1 | -5 | 103 | -68 | -3 | 101 | 103 | -9 | -3 | 22 | -2
> CC(=O)c1c(C)[nH]c(C(=O)NCc2ccc(C)cc2)c1C
→ 1 | -12 | 103 | -60 | -8 | 103 | 104 | -5 | -3 | 56 | -9
> Cn1c(=O)cc(OCCCC(=O)Nc2ccc3c(c2)OCCO3)c2ccccc21
→ -7 | -5 | 103 | 9 | -12 | 105 | 102 | -6 | -7 | 13 | -4

(list continues)
Every second line gives: Bim-Bcl-W | Bim-Bfl-1 | RGS8-Gao | Mcl1 Bid PPI | Bcl-XL Bim block | RGS4-Gao reg | RGS7-Gao | Bcl-B Bim block | Bim-Mcl-1 | GSH bead fluor | Bcl-2 Bim block
> Cc1cc(C)cc(-n2c(C)cc(C=C(C#N)C#N)c2C)c1
→ -1 | -1 | 106 | -18 | -1 | 107 | 106 | 1 | 0 | 23 | 2
> CC(C)CCNC(=O)c1ccc(C2SCC(=O)N2Cc2ccco2)cc1 (stereo not drawn)
→ -3 | 1 | 99 | -18 | -3 | 105 | 103 | -3 | 0 | 18 | 0
> O=C(O)CCCN1C(=O)NC2NC(=O)NC21 (stereo not drawn)
→ -3 | -10 | 101 | 5 | -7 | 104 | 103 | -13 | -3 | 36 | -9
> Cc1ccc(-c2nn(-c3cccc(F)c3)cc2CNCCc2ccncc2)o1
→ -5 | -2 | 104 | -20 | -2 | 99 | 106 | -5 | -5 | 14 | -3
> COc1cc(Br)c(C2C(C#N)=C(N)Oc3n[nH]c(-c4cccnc4)c32)cc1OC (stereo not drawn)
→ -4 | -2 | 103 | -48 | -3 | 106 | 101 | -4 | -3 | 9 | -1
> c1ccc(CSc2ncnc3c2sc2nc(N4CCOCC4)c4c(c23)CCCC4)cc1
→ 1 | -10 | 104 | -9 | -4 | 107 | 106 | -4 | 3 | 10 | -1
> Cc1cc(C(=O)NNC(=S)Nc2ccccc2)nn1C
→ -4 | -7 | 105 | -64 | -5 | 100 | 105 | -7 | -5 | 23 | -2
> CCC(=O)Nc1cccc(-n2nnnc2SCC(=O)N2CCCCC2)c1
→ -1 | -5 | 100 | -16 | -1 | 101 | 101 | -3 | 0 | 14 | -5
> O=C(NCc1cccnc1)c1ccc(S(=O)(=O)N2CCOCC2)cc1
→ 0 | -14 | 97 | -16 | -10 | 94 | 94 | -6 | -5 | 22 | -11
> CCOc1ccc(NC(=S)Nc2cccnc2)cc1
→ 0 | -3 | 100 | -34 | 1 | 101 | ? | -6 | 0 | 13 | 0
> CC(=O)Nc1ccc(S(=O)(=O)NC(C)C(=O)NCCc2ccc(F)cc2)cc1 (stereo not drawn)
→ 2 | 3 | 101 | -18 | 1 | 104 | 107 | -2 | 0 | 14 | 2
> CC(C)(C)NC(=O)C(c1ccc(OCC(N)=O)cc1)N(C(=O)c1cccnc1)C1CC1 (stereo not drawn)
→ 0 | -7 | 104 | -10 | -2 | 107 | 106 | -2 | -1 | 23 | -3
> CC(C)=C1SC(N2CCCCC2)=NC1=O
→ -3 | -4 | 101 | -6 | -6 | 108 | 99 | -2 | -5 | 13 | -5
> CC(=O)c1cccc(NC(=O)COC(=O)c2cccs2)c1
→ -2 | -2 | 103 | -24 | -1 | 100 | 99 | -9 | -1 | 33 | 4
> O=C(CCc1ccc(S(=O)(=O)NCc2ccccc2)cc1)NCC1CCCO1 (stereo not drawn)
→ -3 | -2 | 102 | 0 | -8 | 101 | 100 | -7 | -3 | 7 | -1
> CN(Cc1ccccc1)c1nc2c(c(=O)[nH]c(=O)n2C)n1CCSc1nc2ccccc2[nH]1
→ 1 | -6 | 97 | -72 | 6 | 98 | 96 | -5 | 0 | 59 | -7
> COc1cc2c(cc1OC)CN(C(=O)c1cccs1)CC2
→ 2 | -9 | 99 | -8 | 0 | 100 | 95 | -4 | 1 | 22 | -4
> COc1cc(C(=O)OCCNC(=O)c2ccncc2)cc(OC)c1OC
→ -5 | -8 | 101 | 24 | -7 | 98 | 101 | -9 | -3 | 12 | -7
> CCN1C(=O)CC(N2CCC(C(=O)OC)CC2)C1=O (stereo not drawn)
→ 0 | -7 | 103 | -14 | -8 | 102 | 100 | -5 | 1 | 20 | -7
> CCOC(=O)c1c(C)[nH]c(C(=O)COC(=O)/C=C/c2ccc(OC(F)F)cc2)c1C
→ -8 | -2 | 101 | 0 | -15 | 102 | 102 | -9 | -24 | 16 | -3

Further records
Every second line gives: Bim-Bcl-W | Bim-Bfl-1 | RGS8-Gao | Mcl1 Bid PPI | Bcl-XL Bim block | RGS4-Gao reg | RGS7-Gao | Bcl-B Bim block | Bim-Mcl-1 | GSH bead fluor | Bcl-2 Bim block
> COc1cc(NC(=O)CN2C(=O)CN(C)C2=O)c(C)cc1[N+](=O)[O-]
→ -5 | -4 | 101 | -49 | 0 | 100 | ? | -3 | -2 | 14 | -3
> Cc1cccc(NCC(=O)N/N=C/c2cccc(Br)c2)c1
→ -2 | 0 | 93 | -40 | -2 | 92 | 95 | -2 | 0 | 62 | 1
> COc1cc(OC)c(NS(=O)(=O)c2coc(C(N)=O)c2)cc1Cl
→ 6 | 1 | 93 | -35 | 6 | 93 | 94 | 3 | 2 | 16 | 4
> Cc1ccc(-n2c(C)cc(C(=O)COC(=O)c3c(C)noc3C)c2C)cc1
→ -3 | -7 | 102 | -26 | -8 | 102 | 101 | -6 | -6 | 11 | -7
> COc1ccc(/C(O)=C2/C(=O)C(=O)N(CCN(C)C)C2c2ccccn2)cc1OC (stereo not drawn)
→ 0 | -11 | 96 | -2 | 3 | 98 | 100 | -5 | -1 | 45 | -8
> COc1ccc(NC(=O)CSc2nnc(-c3ccccc3)n2N)cc1
→ -5 | 0 | 100 | 0 | -7 | 100 | 99 | -4 | -3 | 26 | -3
> CCOC(=O)C1(CC2CCCCO2)CCN(Cc2nc(C(C)C)cs2)CC1 (stereo not drawn)
→ -1 | -5 | 100 | -2 | 0 | 99 | 100 | -4 | 0 | 12 | -5
> C=CCn1c(=O)c2ccccc2n2c(SC(C)C(=O)Nc3nc(-c4ccccc4)cs3)nnc12 (stereo not drawn)
→ -6 | -5 | 106 | -24 | -8 | 103 | 102 | -8 | -5 | 23 | -7
> Cc1ccc(NC(=O)Cn2c(=O)n(CCC(=O)NC3CCN(Cc4ccccc4)CC3)c(=O)c3ccccc32)cc1
→ -6 | -9 | 100 | -22 | -4 | 104 | 100 | -6 | -1 | 15 | -4
> NC(=O)c1c(NC(=O)CN2C(=O)CCC2=O)sc2c1CCCCC2
→ -3 | -7 | 105 | -15 | -7 | 105 | 106 | -12 | -5 | 28 | -9
> COc1ccccc1/C=C(\NC(=O)c1ccc(OC)c(OC)c1)C(=O)Nc1ccc([N+](=O)[O-])cc1
→ -3 | -13 | 101 | -2 | -4 | 103 | 97 | -8 | -5 | 13 | -11
> Cc1ccc(NC(=O)NNC(=O)c2cccs2)cc1
→ -6 | -17 | 100 | -10 | -11 | 103 | 96 | -14 | -8 | 19 | -8
> COc1cc2c(cc1OC)C(C)N(C(=O)c1ccc(Br)o1)CC2 (stereo not drawn)
→ -4 | -8 | 73 | -20 | -9 | 88 | 83 | -3 | -11 | 15 | -4
> CC(C)(C)NC(=O)CN(C(=O)c1csnn1)c1ccccc1-c1ccccc1
→ -1 | -7 | 104 | -12 | -1 | 106 | 122 | -4 | -3 | 14 | -2
> O=C(O)Cc1ccc(NC(=O)C(c2ccccc2)c2ccccc2)cc1
→ -2 | -7 | 104 | -27 | -3 | 103 | 99 | -1 | 2 | 24 | -1
> COc1ccc(Nc2ncc(C(=O)N3CCN(c4ccc(F)cc4)CC3)c3ccccc23)cc1
→ 0 | 0 | 113 | 99* | -1 | 102 | 104 | -1 | 0 | 8 | -1
> CSc1ccccc1NC(=O)c1cccnc1
→ -5 | -11 | 101 | 3 | -11 | 99 | 105 | -12 | -5 | 35 | -9
> CCn1c(SCC(=O)Nc2nnc(C)s2)nc2c(c1=O)SC(C)C2 (stereo not drawn)
→ -2 | -7 | 98 | -24 | -7 | 97 | 102 | -5 | 0 | 17 | -2
